# A3G deaminase: APOBEC3G DNA deaminase inhibitors, primary screen, biochemical, fluorescence, single-stranded DNA substrate, uHTS; 330,000 tested, 0.28% active; recombinant A3G, ssDNA deamination FAM/TAMRA fluorescence; inhibition, % at 20 µM; DNA dC->dU-editing enzyme APOBEC-3G (Homo sapiens), Q9HC16;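 active means inhibition of at least 40% at 20 µM, with no more than 30% in the related APOBEC3A deaminase screen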;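 further: plate controls were DMSO wells with A3G for no effect and wells lacking A3G enzyme for full effect; some compounds called inactive have numbers as strong as hits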
# Target sequence (Q9HC16 whole entry, looked up): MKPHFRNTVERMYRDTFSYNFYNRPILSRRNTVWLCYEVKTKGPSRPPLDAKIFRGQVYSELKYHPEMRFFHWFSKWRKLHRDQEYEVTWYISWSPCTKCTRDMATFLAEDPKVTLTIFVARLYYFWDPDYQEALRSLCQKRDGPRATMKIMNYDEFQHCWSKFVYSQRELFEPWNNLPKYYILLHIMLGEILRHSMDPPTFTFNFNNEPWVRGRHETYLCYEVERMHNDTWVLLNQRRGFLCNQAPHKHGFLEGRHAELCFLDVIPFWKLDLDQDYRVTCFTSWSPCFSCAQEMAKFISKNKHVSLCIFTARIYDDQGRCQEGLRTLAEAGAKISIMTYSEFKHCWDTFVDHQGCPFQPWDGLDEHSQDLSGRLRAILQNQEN
# MPTP block: mitochondrial permeability transition pore inhibitors, primary screen, biochemical, isolated mouse mitochondria, absorbance; inhibition, % at 10 µM; Ca2+ swelling absorbance, 30 min; AID 602449, 2012; 360,000 tested, 1.4% active;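 active means inhibition of 50% or more, scaled per plate between neutral and stimulator controls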;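 further: 0% = DMSO wells given calcium and 100% = 1 mM EGTA wells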
# EBI2 block: EBI2 receptor antagonists, beta-arrestin recruitment, primary screen, cell-based, luminescence, 7a,25-OHC stimulation, uHTS; inhibition, % at 5 µM; G-protein coupled receptor 183 (Homo sapiens), P32249; 7a,25-OHC stimulated; 360,000 tested, 0.81% active; in the data active means inhibition above about 38%;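 further: enzyme fragment complementation signal reports receptor beta-arrestin coupling in cells; 0% = agonist plus DMSO wells and 100% = wells without agonist; some results beyond the cut were filed as inactive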
# Target sequence (P32249 whole entry, looked up, the tested form may be a part): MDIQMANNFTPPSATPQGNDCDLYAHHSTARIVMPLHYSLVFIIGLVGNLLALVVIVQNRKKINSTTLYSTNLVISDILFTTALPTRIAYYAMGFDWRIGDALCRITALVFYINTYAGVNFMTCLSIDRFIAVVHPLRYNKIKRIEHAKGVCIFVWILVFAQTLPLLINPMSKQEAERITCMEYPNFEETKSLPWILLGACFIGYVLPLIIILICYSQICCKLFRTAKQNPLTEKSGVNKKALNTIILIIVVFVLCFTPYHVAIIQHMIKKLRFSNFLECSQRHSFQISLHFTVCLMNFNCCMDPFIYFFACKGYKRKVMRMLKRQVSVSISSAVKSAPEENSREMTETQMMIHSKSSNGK
# CXCR6 inh: CXCR6 receptor inhibitors, primary screen, cell-based, beta-arrestin, luminescence, CHO-K1 PathHunter, 1536-well; C-X-C chemokine receptor type 6 (Homo sapiens), O00574; AID 602244, 2012; inhibition, % at 20 µM; 360,000 tested, 0.36% active; in the data active means inhibition above about 34%, passing the limit was not always enough;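 further: antagonist mode with CXCL16 agonist at 10 nM final; 0% = 10 nM CXCL16 with DMSO and 100% = unstimulated wells without agonist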
# Gli-Sufu antag: Gli-Sufu pathway antagonists, primary screen, luciferase luminescence, Sufu-KO-LIGHT cells, uHTS | Sufu-KO-LIGHT fibroblasts, Gli luciferase reporter luminescence | inhibition, % at 5 µM | 340,000 tested, 0.74% active;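 active means inhibition above about 55%, limit read from the data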;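 further: 0% = DMSO-treated cells and 100% = wells with medium but no cells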
# GRIN3A LBD mod: binders of NR3A ligand-binding domain, primary screen, biophysical, differential scanning fluorimetry, uHTS; Glutamate receptor ionotropic, NMDA 3A (GRIN3A) ligand-binding domain; NR3A LBD differential scanning fluorimetry, Tm shift; 0% = protein alone, 100% = glycine-bound protein; Tm shift relative to glycine control, % at 25 µM; 340,000 tested, 2.5% active;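 active means melting temperature shift of at least 10% of the positive control shift, at one fixed dose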
# CCR6 antag: CCR6 receptor antagonists, primary screen, cell-based, CHO-K1, luminescence, beta-arrestin, uHTS | C-C chemokine receptor type 6 (Homo sapiens), P51684 | CHO-K1 CCR6 PathHunter beta-arrestin, CCL20-stimulated | 340,000 tested, 0.49% active | AID 493098, 2011 | inhibition, % at 20 µM;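 active means compounds whose inhibition of the agonist-driven luminescence signal at 20 µM reaches about 50%, limit read from the data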;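 further: cells stimulated with CCL20 at 14 nM final; plate controls were DMSO with CCL20 for no effect and DMSO without agonist for full effect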
# APOBEC3A inh: APOBEC3A ssDNA deaminase inhibitors, primary screen, selectivity assay for APOBEC3G inhibitor project, biochemical, FAM/TAMRA oligo cleavage fluorescence; AID 493011, 2011; recombinant A3A, FAM/TAMRA ssDNA deamination fluorescence; DNA dC->dU-editing enzyme APOBEC-3A (Homo sapiens), P31941; inhibition, % at 20 µM; 330,000 tested, 0.41% active;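 active means at least 40% inhibition at 20 µM here, with at most 30% in a related deaminase screen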;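 further: plate controls were A3A with DMSO for no effect and wells lacking A3A enzyme for full effect; some results filed as inactive read as strong as hits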
# Target sequence (P31941 whole entry, looked up): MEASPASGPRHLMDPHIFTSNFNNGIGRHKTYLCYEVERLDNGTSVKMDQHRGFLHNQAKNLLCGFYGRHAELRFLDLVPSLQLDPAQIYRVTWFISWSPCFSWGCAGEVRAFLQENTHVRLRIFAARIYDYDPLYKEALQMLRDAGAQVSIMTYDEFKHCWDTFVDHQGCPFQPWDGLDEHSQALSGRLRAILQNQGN
# Starred values were filed as active, the others as inactive; / = no result given; & = joins results of further samples.
# Below each compound: A3G deaminase	MPTP block	EBI2 block	CXCR6 inh	Gli-Sufu antag	GRIN3A LBD mod	CCR6 antag	APOBEC3A inh
Cn1c(=O)c(=O)n(C)c2cc(S(=O)(=O)N3CCCC3C(=O)Nc3ccc(F)cc3)ccc21 (centres undefined)
 : -3	-1.6	-4	-10	-5	1	4	1
Cc1nc2ccccc2c(=O)n1N(c1ccccc1)c1ccccc1
 : -9	0.7	11	3	-6	1	17	-4
CC(C)(C)OC(=O)NCc1ccc(NC(=O)c2nc[nH]c2C(=O)N[C@@H](Cc2ccccc2)C(=O)OC(C)(C)C)cc1
 : 1	0.2	-52	-3	-32	3	-9	2
Cc1nnc(NC(=O)c2ccco2)s1
 : 5	-0.6	-4	-8	-7	-4	7	0
CC(=O)N1CCN(Cc2nc3cc(NC(=O)c4ccccc4Cl)ccc3n2C)CC1
 : -11	-1.0	-2	-6	-1	0	5	2
O=C1NC(=S)N(C(=O)c2ccc(F)cc2)/C1=C/c1ccccc1
 : -8	35	-4	10	4	-2	2	2
CC(C)(C)NC(=O)NC(=O)COC(=O)Cn1cnc2ccccc2c1=O
 : -9	1.2	-2	6	-8	-4	2	-3
Cc1c(C(=O)O)sc(=S)n1-c1ccc(Cl)cc1
 : -1	-0.9	-11	-4	-11	2	2	-4
Cn1c(-c2cc3ccccc3oc2=O)nc2ccccc21
 : -12	1.0	-10	6	-15	1	16	-4
CSc1ccccc1NC(=O)CCn1c(=O)sc2ccccc21
 : -4	1.0	-2	7	3	2	-15	2
Cc1ccc2ncnc(Oc3ncccc3NC(=O)C(C)(C)C)c2c1
 : -3	-0.8	-6	0	-4	-1	-6	-4
Cc1ccc(CNc2ncnc3c2cnn3-c2ccccc2)cc1
 : -2	2.5	22	3	-15	2	15	-2
CC(C)N(C(=S)Nc1ccc(S(=O)(=O)N2CCOCC2)cc1)c1ccccc1
 : -6	0.5	0	-4	-15	0	2	-1
O=C(C1=C[C@@H](c2coc3ccccc3c2=O)C[C@@H](OCCCCO)O1)N1CCN(Cc2ccc3c(c2)OCO3)CC1
 : -4	0.3	-3	3	10	-1	9	-1
Cc1ccc(-n2c(CC#N)n[nH]c2=S)c(C)c1
 : 5	-2.0	5	7	4	0	-3	13
N#Cc1ccccc1CSc1ncccc1C(=O)O
 : -7	-0.9	-5	-1	25	-5	5	-4
O=C(O)c1cc(-n2cccc2)ccc1N1CCOCC1
 : -3	1.0	-9	0	-1	5	-2	0
CCSc1nnc(NC(=O)CSc2nccn2-c2cccc(C)c2C)s1
 : -7	/	/	/	-1	3	6	-6
O=C(/C=C/c1cc([N+](=O)[O-])ccc1OC(F)F)Nc1cccc(OC(F)F)c1
 : -4	99*	2	4	22	13*	8	-1
O=C(COC(=O)CCc1ccc(S(=O)(=O)N2CCCCC2)cc1)Nc1cccc2ccccc12
 : -2	-6.7	-8	5	5	-10	0	5
Cc1ccc(C(=O)/C=C/Nc2ccc([N+](=O)[O-])cc2Br)cc1
 : -6	-1.3	7	5	-94	0	2	-3
O=C(OCC(=O)N1CCC(c2ccccc2)=N1)c1ccc([N+](=O)[O-])s1
 : -5	0.4	-18	-18	-1	5	-4	0
CC1=C(C(=O)OC(C)C)C(c2cccs2)N2C(=O)CCSC2=N1 (centres undefined)
 : 0	-3.5	15	1	3	-4	-3	6
COn1c(-c2ccc(Cl)cc2)nc2ccc(Cl)cc21
 : -11	-1.1	18	-6	-54	3	9	-4
COc1ccccc1NC(=O)CSc1nc2n[nH]c(C)c2c(=N)n1-c1ccccc1Cl
 : -6	-0.9	19	-1	15	2	-9	7
Cc1[nH]n(-c2ccccc2)c(=O)c1/C=N/n1c(C)nc2ccccc2c1=O
 : 2	-0.9	-5	-4	4	-3	9	0
Cc1cc(C)c(S(=O)(=O)Nc2ccc3c4c(cccc24)CC3)c(C)c1
 : -5	-2.9	46*	11	50	-6	17	3
CCOC(=O)c1sc(N)c(C#N)c1CSc1nc2ccc(OCC)cc2[nH]1
 : -6	2.5	16	6	-2	-2	1	0
CC(=O)N1CCc2cc(S(=O)(=O)NCc3ccc(C)cc3)ccc21
 : -7	-1.7	-3	2	-7	0	6	-4
NC(=O)c1cc(N)ccc1N1CCCC1
 : 2	-2.3	-3	-12	-5	-4	-3	0
O=C(CCNC(=O)c1ccc(Br)cc1)NNC(=O)COc1ccccc1F
 : 0	-0.2	-5	3	-3	-1	-1	1
N#CCCCSC1=C(C#N)C(c2ccccc2Cl)CC(=O)N1 (centres undefined)
 : -5	1.0	2	0	3	0	-6	-3
Cc1ccc(CN2CCSc3ccc(C(=O)NCCCN4CCOCC4)cc32)cc1
 : -7	-1.4	41	0	19	2	10	-6
Cc1cccc(CSc2nnc(CCCCCNC(=O)OC(C)(C)C)o2)c1
 : -10	2.7	-7	4	7	-5	16	-5
COC1CCN(C(=O)c2ccc3oc(Cc4ccc(Cl)cc4)nc3c2)CC1
 : -3	-2.2	3	-5	-3	-1	14	-6
CC1(C(=O)NCCc2c[nH]c3ccccc23)C=CCN1C(=O)c1ccccc1 (centres undefined)
 : -10	-1.3	28	-2	-4	-1	-3	0
Clc1ccc(C2[C@H]3CN(Cc4ccc(-c5ccccc5)cc4)[C@H](c4ccccc4)C34CC2(c2ccccc2)C4)cn1 (some centres undefined)
 : -6	/	/	/	16	0	9	0
CCOC(=O)Cc1nc2ccccc2[nH]1
 : -6	0.3	4	-2	-3	1	-12	0
CCCC(=O)C1=C(N(C)c2ccccc2)CC(C)(C)CC1=O
 : -9	-0.6	-9	1	-6	0	13	-6
CCN(CC)S(=O)(=O)c1cc([N+](=O)[O-])ccc1N=Nc1c(O)n(C)c2ccccc12
 : -6	3.4	2	4	4	-1	3	-2
O=C(CNC(=O)c1ccccc1)NCCO
 : 0	-1.9	-2	5	5	0	7	2
COCCOc1ccc(C(F)(F)F)cc1NC(=O)c1ccccc1F
 : -4	1.6	0	-1	5	-3	7	1
COc1cccc(COCCN2CCN(S(=O)(=O)c3ccc(C)cc3)CCC2=O)c1
 : -7	-1.2	7	-4	-5	-4	12	-6
CCOc1ccc(C2c3[nH]c4ccccc4c3CCN2Cc2cccn2-c2ncccn2)cc1 (centres undefined)
 : -6	4.7	2	-4	3	-2	5	1
CCCc1ccc(OCC(O)CN2CCN(c3ccccn3)CC2)cc1 (centres undefined)
 : -3	0.8	10	-3	20	0	5	-2
Nc1nc(SCn2nnc3ccccc3c2=O)n[nH]1
 : -7	-0.1	19	-2	-1	0	-3	0
CC1Cc2ccccc2N1C(=O)CSc1nnc(C2CC2)n1C (centres undefined)
 : -6	0.7	-10	6	-3	-2	5	-2
CCCCn1c(N)c(N(CC(C)C)C(=O)c2cc(=O)[nH]c3ccccc23)c(=O)[nH]c1=O
 : -7	0.0	3	5	-9	-2	3	1
CC(NCc1ccc2c(c1)OCO2)C(=O)N1CCc2ccccc21 (centres undefined)
 : -5	3.2	-5	5	3	-2	0	0
CC1=Nc2ccc(C)cc2/C1=C/c1c(N)n2oc(C)cc2nc1=O
 : 1&-8	0.4&6.0	-1&-10	4&-3	-9&-4	-5&-36	9&6	-4&-3
CCc1cccc(C)c1NC(=O)COC(=O)C1CCN(S(=O)(=O)c2ccccc2)CC1
 : 6	-0.7	-3	-4	-7	2	8	-2
Clc1ccc(-c2nnc(-c3ccccc3Cl)o2)cc1
 : -5	0.4	8	-6	-79	4	1	0
CC(O)C(NS(=O)(=O)c1ccc(Cl)cc1)C(=O)OCC(=O)N1CCN(c2ccccc2)CC1 (centres undefined)
 : 5	-1.8	-1	-2	8	0	11	23
CCOCCCn1c(SCC(=O)Nc2cccc(S(=O)(=O)NC3=NCCCCC3)c2)nc2ccccc2c1=O
 : -4	4.0	9	2	3	0	14	0
CCCCC(=O)Nc1ccc(NC(=O)c2ccco2)cn1
 : -4	-0.9	-9	-12	-15	0	20	2
O=C(Nc1ccc2c(c1)OCO2)C1CC(=O)N(CCc2ccccc2)C1 (centres undefined)
 : -11	1.3	3	4	10	-1	-2	12
COc1ccc(C(=O)Nc2ccncc2)cc1S(=O)(=O)N1CCOCC1
 : -9	-0.1	-5	-4	-23	-1	6	-1
COc1ccc(-c2nc3ccccc3c(=O)n2CC(C)C)cc1
 : -4	-0.4	-8	9	0	-1	10	-1
COc1ccc(CN(C)C(=O)c2ccccc2Sc2ccccc2C#N)cc1OC
 : -8	1.1	6	-14	12	0	5	-4
COc1ccc(NC(=O)Cn2c(=O)oc3cc(Cl)ccc32)c(OC)c1
 : 2	0.5	-7	-14	0	8	-6	2
Cc1cccc(N2C(=NC(=O)c3ccccc3)SC3CS(=O)(=O)CC32)c1 (centres undefined)
 : 9	-0.3	-6	-3	4	-2	4	2

# Among those listed so far, 10 have an aryl thioether with sulfur outside any ring:
# Below each compound: A3G deaminase	MPTP block	EBI2 block	CXCR6 inh	Gli-Sufu antag	GRIN3A LBD mod	CCR6 antag	APOBEC3A inh
CSc1ccccc1NC(=O)CCn1c(=O)sc2ccccc21
 : -4	1.0	-2	7	3	2	-15	2
N#Cc1ccccc1CSc1ncccc1C(=O)O
 : -7	-0.9	-5	-1	25	-5	5	-4
CCSc1nnc(NC(=O)CSc2nccn2-c2cccc(C)c2C)s1
 : -7	/	/	/	-1	3	6	-6
COc1ccccc1NC(=O)CSc1nc2n[nH]c(C)c2c(=N)n1-c1ccccc1Cl
 : -6	-0.9	19	-1	15	2	-9	7
CCOC(=O)c1sc(N)c(C#N)c1CSc1nc2ccc(OCC)cc2[nH]1
 : -6	2.5	16	6	-2	-2	1	0
Cc1cccc(CSc2nnc(CCCCCNC(=O)OC(C)(C)C)o2)c1
 : -10	2.7	-7	4	7	-5	16	-5
Nc1nc(SCn2nnc3ccccc3c2=O)n[nH]1
 : -7	-0.1	19	-2	-1	0	-3	0
CC1Cc2ccccc2N1C(=O)CSc1nnc(C2CC2)n1C (centres undefined)
 : -6	0.7	-10	6	-3	-2	5	-2
CCOCCCn1c(SCC(=O)Nc2cccc(S(=O)(=O)NC3=NCCCCC3)c2)nc2ccccc2c1=O
 : -4	4.0	9	2	3	0	14	0
COc1ccc(CN(C)C(=O)c2ccccc2Sc2ccccc2C#N)cc1OC
 : -8	1.1	6	-14	12	0	5	-4
